GSIS activator – GLuc luminescence reporter in INS-1E cells, primary screen for activators of glucose-dependent secretion of insulin; INS-1E GLuc reporter insulin secretion, 2-3 h; AID 743287, 2014; 370,000 compounds, 0.61% hits; activation, % at 16.6 µM;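 active = lowest replicate activation of at least 40%, so every replicate reaches that level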;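 note: 0% = median of neutral control wells and 100% = median of IBMX positive control wells; some compounds called inactive have numbers as strong as hits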
PAX8 reporter – inhibitors of PAX8-driven TPO luciferase reporter, primary screen, RMG-I cells, single concentration; 360,000 compounds, 1.2% hits; SteadyGlo, 24 h; AID 652154, 2013; inhibition, % at 12.6 µM;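 active = mean replicate inhibition at least 60% with every replicate also reaching 60%; inconclusive = only one of the two criteria is met; inactive = mean below 60% and not all replicates reaching 60%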;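 note: luciferase light reporting Pax8 driven TPO promoter activity; plate controls were median of neutral control wells for no effect and mitoxantrone controls for full effect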
miR-122 sensor – miR-122 Renilla sensor signal increase in Huh7, primary screen, miR-122 inhibitor project, cell-based, single point, plate reader. Huh7 miR-122 Renilla luciferase sensor, 48 h; neutral wells = 0, positive control = 100. activation (reporter increase), % at 12.5 µM. 340,000 compounds, 0.3% hits. AID 602342, 2012;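 active = mean replicate activation score at least 90 and every replicate individually at or above 90; inconclusive = only one of the two criteria met; inactive = neither criterion met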;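 note: higher luciferase means less miR-122 activity so hits act as miR-122 inhibitors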
CFTR F508del cor – F508del CFTR correction, initial screen, CFBE line, single point | activity (quench increase), % at 7.58 µM | 350,000 compounds, 0.36% hits | CFBE cells, YFP halide quenching; stimulated with forskolin plus potentiator P3; % fluorescence drop versus neutral controls;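 active = mean added fluorescence quench of at least 8% versus neutral control, with both replicates also reaching 8%; inconclusive = only one of the mean or replicate conditions met; inactive = mean below 8% and not both replicates reaching 8%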;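 note: cells transiently co-express mutant CFTR-F508del with the halide-sensitive YFP; corrector assay measuring rescue of mutant channel to the surface after 24 h compound exposure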
FN deposition inh – inhibitors of fibronectin matrix deposition, primary screen, AH1F cells, Alexa488-fibronectin fluorescence, plate reader; AH1F fibroblasts, overnight; inhibition, % at 12.6 µM; 350,000 compounds, 0.086% hits; AID 743247, 2014;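 active = mean inhibition across replicates of 30% or more, regardless of how many single replicates reach that level; inconclusive = mean under 30% yet at least half of replicates reach 30%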;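 note: positive control wells lacked labelled fibronectin entirely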
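Schedule: 1 h cell adhesion before compound, then overnight fibronectin incubation; test system: AH1F fibroblast monolayer depositing Alexa488-labelled fibronectin into matrix; quantity: 10000 AH1F cells per well; probe or stimulus: fluorescent fibronectin at 24 nM final; signal: fluorescence, ex 485 nm, em 525 nm; evaluation: percent inhibition as loss of matrix-bound fibronectin fluorescence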
DENV2 CPE rescue – inhibitors of DENV2 cytopathic effect, primary screen, cell-based, plate reader, single concentration. AID 651640, 2012. DENV2-infected cells, cytopathic effect rescue. 350,000 compounds, 1.7% hits. CPE inhibition, % at 9.99 µM; in the data active = CPE inhibition above about 20%, passing the limit was not always enough; inconclusive = no clear call, values can overlap the other calls; tested in BHK-21 cells;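 note: 0% = median of neutral control wells and 100% = median of positive control wells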
EWS-Fli inh – EWS/Fli-driven NR0B1 reporter inhibitors, primary screen, A673 cells, NR0B1 luciferase, luminescence, MLPCN library; 350,000 compounds, 0.67% hits; inhibition, % at 12.6 µM; viability-normalised;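 active = mean inhibition of at least 50% after viability correction, with every replicate also passing that limit; inconclusive = mean reaches 50% but only one of two replicates passes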;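 note: firefly luciferase signal divided by Alamar Blue viability fluorescence both relative to DMSO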
Starred values were filed as active, the others as inactive; ? = inconclusive; / = not tested or not shown; [ ] = remark or other dose. Rows were taken by chance; 3.9% or so of the library scored in one or more.

SMILES | GSIS activator | PAX8 reporter | miR-122 sensor | CFTR F508del cor | FN deposition inh | DENV2 CPE rescue | EWS-Fli inh
COc1cc2c(c(OC)c1OC)-c1ccc(NC(=O)c3ccc(F)cc3)c(=O)cc1[C@@H](NC(C)=O)CC2 | -12 | 0 | / | 7.7 | 1 | 7 | 43
O=C(C[C@H]1C=C[C@H](NC(=O)c2ccc3c(c2)OCO3)[C@@H](CO)O1)NC1Cc2ccccc2C1 | 2 | -8 | / | -1.5 | -12 | 4 | 5
Cc1cc(-c2ccc(C)c(S(=O)(=O)NCC3CCN(Cc4cccc(F)c4)CC3)c2)on1 | -20 | 19 | 28 | 3.5 | 5 | -4 | /
O=C(c1cccc(Br)c1)N1CCN(c2ccccn2)CC1 | / | -22 | -7 | 1.5 | 0 | -7 | -5
Cc1ccc(NC(=O)c2ccc(NC(=O)c3ccccc3)cc2)cc1C | 17 | -132 | 11 | 0.7 | / | 5 | /
O=S(=O)(Cc1ccccc1)N1C[C@@H]2N[C@H](C1)C2c1ccc(-c2ccccc2)cc1 (stereo partly drawn) | 18 | 4 | / | 0.4 | -8 | -4 | -5
O=S1(=O)CC(N2CCCC2)CN1Cc1ccc(F)cc1 (stereo not drawn) | -5 | 19 | -1 | -1.7 | 2 | ? | 12
CCOc1ccc(S(=O)(=O)Nc2cccc(C(=O)NCC(c3ccccc3)N(C)C)c2)cc1 (stereo not drawn) | -40 | 1 | / | 0.5 | -1 | -10 | -2
C=CCn1c(=N)n(CC(=O)c2ccc(Br)cc2)c2ccccc21 | 14 | 2 | 2 | 2.3 | 4 | 4 | -38
CCN(CC(=O)Nc1ccc2c(c1)OCCO2)S(=O)(=O)c1ccc(C)cc1 | 5 | / | 12 | / | 8 | / | /
OC(C1=CC(=Cc2ccncc2)c2ccccc21)c1ccncc1 (stereo not drawn) | / | 32 | 4 | 0.0 | -4 | -1 | 40
C[C@@H](NC(=O)C[C@H]1C[C@@H]2c3cc(NC(=O)c4ccc5c(c4)OCO5)ccc3O[C@@H]2[C@@H](CO)O1)c1ccccc1 | -7 | 13 | -3[16.7 µM] | 1.4 | / | 0 | 3
C[C@@H]1CN([C@H](C)CO)C(=O)c2cc(NS(=O)(=O)c3cn(C)cn3)ccc2O[C@H]1CN(C)Cc1ccncc1 | -18 | 5 | -8[16.7 µM] | 0.8 | / | -3 | -5
COc1ccc(CCNC(=O)C2COc3ccccc3O2)cc1OC (stereo not drawn) | 6 | -29 | 0 | 0.3 | -10 | 2 | 5
CCCCn1nc(C(=O)Nc2cc(C(F)(F)F)ccc2N2CCOCC2)ccc1=O | -27 | 93* | 12 | 3.5 | 2 | ? | 14
C[C@H]1CCCCO[C@@H](CN(C)Cc2ccc(C(F)(F)F)cc2)[C@@H](C)CN([C@@H](C)CO)C(=O)c2cc(NC(=O)Nc3ccc4c(c3)OCO4)ccc2O1 | 1 | 80* | -6[16.7 µM] | 4.6 | / | 3 | -14
CC(C)CCN1CCN(Cc2nc3ccccc3s2)CC1CCO (stereo not drawn) | 21 | 8 | 1 | -0.5 | 1 | 0 | 17
COc1ccccc1N1CCN(CCCCOc2cccc3ccccc23)CC1 | -15 | 3 | -1 | / | 5 | / | /
O=C(Nc1ccc2[nH]ncc2c1)c1ccccc1Cl | 6 | -139 | 0 | 2.3 | 18 | 6 | -64
CNC[C@@H]1Oc2ccc(NS(=O)(=O)c3ccc(Cl)cc3)cc2C(=O)N([C@H](C)CO)C[C@H]1C | 30 | 1 | 2[16.7 µM] | 0.1 | / | -14 | 3

Arranged by the number under CFTR F508del cor (rising): some entries from above.
| structure | GSIS activator | miR-122 sensor | CFTR F508del cor | DENV2 CPE rescue |
| --- | --- | --- | --- | --- |
| O=C(C[C@H]1C=C[C@H](NC(=O)c2ccc3c(c2)OCO3)[C@@H](CO)O1)NC1Cc2ccccc2C1 | 2 | / | -1.5 | 4 |
| C[C@@H]1CN([C@H](C)CO)C(=O)c2cc(NS(=O)(=O)c3cn(C)cn3)ccc2O[C@H]1CN(C)Cc1ccncc1 | -18 | -8[16.7 µM] | 0.8 | -3 |
| O=C(c1cccc(Br)c1)N1CCN(c2ccccn2)CC1 | / | -7 | 1.5 | -7 |

(next part)
SMILES | GSIS activator | PAX8 reporter | miR-122 sensor | CFTR F508del cor | FN deposition inh | DENV2 CPE rescue | EWS-Fli inh
COc1ccc(N2CCN(CC(=O)Nc3sccc3C#N)CC2)cc1 | 6 | 12 | -5 | / | 3 | / | /
CN1CCN(c2ccc(S(=O)(=O)N3CCCCC3)cc2NC(=O)c2cccc([N+](=O)[O-])c2)CC1 | -3 | 0 | / | -2.3 | 12 | 3 | 5
COc1ccc(S(=O)(=O)Nc2ccc3c(c2)C(=O)N([C@H](C)CO)C[C@H](C)[C@@H](CN(C)Cc2ccc(C(=O)O)cc2)OCCCC[C@H](C)O3)cc1 | 4 | -23 | 1[16.7 µM] | -3.2 | / | -2 | -4
C[C@H]1CN([C@@H](C)CO)C(=O)c2cc(NC(=O)Cc3cn(C)c4ccccc34)ccc2O[C@H]1CN(C)S(C)(=O)=O | 11 | 13 | -8[16.7 µM] | -2.8 | / | -2 | -21
CCCc1cc(=O)[nH]c(/N=C(/NC(=O)C(C)N2C(=O)c3ccccc3C2=O)Nc2ccccc2)n1 (stereo not drawn) | / | 5 | -3 | / | 3 | / | /
O=C(NCc1ccc(F)cc1)C1CCCN(C(=O)NCc2ccccc2)C1 (stereo not drawn) | 13 | 7 | -3 | -2.5 | 7 | 2 | 1
C/C(=N\Nc1ccc(F)cc1F)c1ccccc1O | / | -76 | -3 | 1.6 | -14 | -7 | -20
C[C@@H]1CN([C@@H](C)CO)C(=O)c2cc(NS(=O)(=O)c3ccc(Cl)cc3)ccc2O[C@H]1CN(C)S(=O)(=O)c1cccs1 | -7 | 12 | 11[16.7 µM] | 0.1 | / | -4 | 2
CC(O)(c1ccccc1)c1ccc2ccccc2n1 (stereo not drawn) | -8 | 21 | 87 | -0.4 | -5 | -4 | 2
CC1CCCN(C(=O)Cn2c(=O)oc3cc(S(=O)(=O)N4CCCCC4C)ccc32)C1 (stereo not drawn) | -7 | -10 | -3 | 0.1 | 1 | -2 | -5
CC1=Nc2cccc3cccc(c23)N1C | 4 | -3 | / | / | 4 | / | /
Nc1ccc2c(c1)Nc1ccccc1CC2 | 17 | 24 | 15 | 0.2 | -5 | 4 | 13
COc1ccc(N(CC(=O)Nc2ccccc2C(N)=O)S(=O)(=O)c2ccc(C)c([N+](=O)[O-])c2)cc1 | -5 | -23 | / | -3.9 | 7 | 2 | -29
COc1cccc(S(=O)(=O)N2C[C@@H](O)COC[C@H]3O[C@@H](CC(=O)N4CCCCC4)CC[C@@H]32)c1 | 7 | -2 | -2[16.7 µM] | 0.6 | -1 | -2 | -3
CCOC(=O)CCC1(C(=O)OC)C(=O)CCCCCC=C1C(=O)OC (stereo not drawn) | 3 | -3 | -9 | 2.6 | 5 | 7 | 10
O=C(Nc1ccc(O)c2c(=O)cc(-c3ccccc3Cl)oc12)c1cccc(Cl)c1 | 7 | -11 | 1 | -1.4 | -8 | -17 | 3
CC1(C(=O)NS(=O)(=O)c2ccc(F)cc2F)CCN1C(=O)c1cccc(F)c1 (stereo not drawn) | 4 | -3 | -1 | -2.7 | / | -3 | -3
CCN1CCC[C@H]1CNC(=O)c1c(O)c(Cl)cc(Cl)c1OC | / | 14 | 0 | 0.3 | / | ? | -3
COCCCNC(=O)c1cccc2c(-c3ccc(O)c(OC)c3)coc12 | / | -35 | -4 | 1.9 | 11 | 20 | 3
CCC(=O)Nc1ccc2c(c1)C(=O)N(C)C[C@@H](OC)[C@@H](C)CN(C(=O)c1ccccc1F)[C@@H](C)CO2 | -12 | 11 | 12[16.7 µM] | 0.4 | 14 | 5 | -1
O=C(Nc1ccccc1)c1ccc2snnc2c1 | 15 | -21 | / | / | -1 | 6 | -6
Cc1ccc(-c2ccc3c(c2)O[C@@H](CN(C)Cc2ccc(F)cc2)[C@@H](C)CN([C@@H](C)CO)S3(=O)=O)cc1 | -31 | / | -4[16.7 µM] | 3.5 | -11 | -15 | -5
CN(C)S(=O)(=O)c1cccc(NC(=O)CN2C(=O)C3C4C=CC(C4)C3C2=O)c1 (stereo not drawn) | 8 | 6 | / | / | 0 | / | /
COc1ccc(C(C)(C)C)cc1NC(=O)CCCN1C(=O)CN(C)C1=O | 5 | 2 | 2 | 0.0 | / | -6 | -2
C[C@@H]1CCCCO[C@H](CN(C)Cc2ccccc2)[C@@H](C)CN([C@@H](C)CO)C(=O)c2cc(NS(=O)(=O)c3ccccc3)ccc2O1 | -20 | -5 | 4[16.7 µM] | 0.8 | / | 16 | -3
Cc1ccc(-c2ccc(/C=N/NC(N)=S)o2)cc1 | / | -75 | 2 | 3.5 | -9 | -6 | -28
O=C(Nc1ccc(Cl)cc1)C1Cc2c(-c3ccc4c(c3)OCO4)ccnc2O1 (stereo not drawn) | -20 | 10 | 1 | -1.7 | 18 | ? | 9
Cc1ccccc1N(CC(=O)N1CCc2ccccc2C1)S(C)(=O)=O | / | 2 | 4 | / | 10 | -1 | -3
COc1cccc(S(=O)(=O)N2C[C@H](O)COC[C@H]3O[C@@H](CC(=O)Nc4ccccc4)CC[C@@H]32)c1 | -7 | 5 | 0[16.7 µM] | -1.0 | 3 | -4 | 6
C[C@H]1CN([C@@H](C)CO)C(=O)c2cc(NC(=O)Nc3ccc(F)cc3)ccc2O[C@@H]1CN(C)C(=O)Nc1ccccc1 | 19 | / | -3[16.7 µM] | 0.9 | / | -8 | 2
O=C(C(=O)N1CCN(C(=O)c2ccco2)CC1)c1ccccc1 | 14 | 6 | / | -0.1 | 8 | -1 | -7
CO[C@H]1CN(C)C(=O)c2cc(NC(=O)C3CC3)ccc2OC[C@H](C)N(C(=O)c2ccccc2)C[C@@H]1C | 10 | -3 | / | -1.9 | 5 | -2 | -7
COCC#Cc1ccc2c(c1)O[C@H](CN(C)C(=O)c1ccccc1)[C@@H](C)CN([C@@H](C)CO)S2(=O)=O | 7 | / | -4[16.7 µM] | 0.1 | / | -2 | 17
Cc1ccnc(NS(=O)(=O)c2ccc(NC(=O)CCc3ccccc3)cc2)n1 | 42* | -21 | / | -0.4 | 6 | 9 | -3
CCCCCC1=C(C(=O)OC)C(C(=O)OCC)N(S(=O)(=O)C(F)(F)F)c2ccccc21 (stereo not drawn) | 13 | 3 | -1 | -3.6 | 10 | 14 | 10
C[C@H](CO)N1C[C@H](C)[C@H](CN(C)CC2CCCCC2)Oc2ccc(NC(=O)CCN3CCOCC3)cc2CC1=O | 2 | / | 2[16.7 µM] | -1.2 | / | -1 | 11
C[C@H](CO)N1C[C@H](C)[C@@H](CN(C)C(=O)c2ccncc2)Oc2ncc(-c3ccncc3)cc2C1=O | 0 | / | -1[16.7 µM] | -1.3 | / | 1 | -6
O=C(Nc1ccccc1)Nc1ccc(Oc2cccnc2)nc1 | / | -65 | -1 | 2.1 | 1 | ? | -57
O=C(CCc1ccccc1)Nc1cc(C(F)(F)F)ccc1Cl | -33 | / | -5 | / | -6 | / | /
CO[C@H]1CN(C)C(=O)c2cc(NC(=O)c3ccccc3F)ccc2OC[C@@H](C)N(C(=O)c2ccccc2F)C[C@@H]1C | 3 | 9 | / | -0.2 | 3 | -1 | -1
Cc1ccccc1N1C(=O)CC(c2c[nH]c3ccccc23)C1=O (stereo not drawn) | -11 | 41 | / | -2.0 | 17 | / | -24
